CHT block: human CHT choline transport inhibition. Q9GZV3. 310,000 compounds, 0.86% hits. CHT-expressing cells, membrane potential dye, choline response; hits give low values. B-score at 10 µM. AID 488975;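 active means B-score over 3 SD under the library average, and starting fluorescence ratio not unusually high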;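 further: choline stimulus applied at its EC90 after an EC20 pre-addition; B-score computed on integrated fluorescence ratio after choline addition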
Target sequence (Q9GZV3 whole entry, looked up): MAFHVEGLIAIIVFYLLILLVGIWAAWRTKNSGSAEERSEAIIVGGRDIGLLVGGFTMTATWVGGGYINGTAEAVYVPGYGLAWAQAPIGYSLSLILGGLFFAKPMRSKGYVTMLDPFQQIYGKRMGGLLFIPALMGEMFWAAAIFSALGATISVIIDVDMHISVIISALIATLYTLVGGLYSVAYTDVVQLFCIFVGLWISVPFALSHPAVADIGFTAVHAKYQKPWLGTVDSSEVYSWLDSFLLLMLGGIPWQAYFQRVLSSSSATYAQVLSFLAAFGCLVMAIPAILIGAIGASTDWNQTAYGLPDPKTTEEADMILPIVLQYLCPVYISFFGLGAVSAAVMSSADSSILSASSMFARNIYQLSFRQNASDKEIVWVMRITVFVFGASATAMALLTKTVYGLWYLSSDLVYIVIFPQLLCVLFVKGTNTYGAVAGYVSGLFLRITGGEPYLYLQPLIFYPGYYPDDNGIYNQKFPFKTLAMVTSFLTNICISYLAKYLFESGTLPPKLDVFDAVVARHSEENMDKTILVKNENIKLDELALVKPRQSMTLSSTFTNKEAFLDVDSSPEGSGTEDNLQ
Calls only; i = inactive. Not all compounds are listed. The share of hits here may be higher or lower than overall.

Molecule | CHT block
CCOc1ccc(C(=O)/C=C/c2cn(CN3CCN(C)CC3)c3ccccc23)cc1 | i
CCOC(=O)c1c(NC(=O)C(C)Sc2cccc[n+]2[O-])sc2c1CCN(Cc1ccccc1)C2 (centres undefined) | i
O=C(Cc1ccccc1)Nc1nnc(-c2ccco2)s1 | i
O=[N+]([O-])c1ccccc1CNCCCCCO | i
Cc1ccccc1S(=O)(=O)N1[C@@H](c2ccccc2)C(C(=O)O)=CC[C@H]1c1ccc(Cl)cc1 | i
CCC1CCCCN1C(=O)CSc1nnc(-c2ccco2)o1 (centres undefined) | i
CCc1ccc(Nc2n[n+](-c3ccccc3)c(-c3cccc(Cl)c3Cl)s2)cc1 | i
O=C(NCC(F)(F)F)Nc1cccnc1 | i
COc1ccc(-c2cc(C(=O)Nc3c(C)nn(Cc4ccccc4Cl)c3C)no2)cc1OC | i
Cc1ccc(C(=O)CN(CCCC(N)=O)C(=O)c2ccncc2)cc1 | i
COc1ccc(-c2nnc(N)s2)cc1 | i
O=C(c1ccccc1)N1CCN(Cc2ccccc2Br)CC1 | i
Cc1ccc(CNC(=O)c2cc(-c3ccccc3)n(Cc3cc(C)no3)n2)cc1 | i
COC(=O)c1ccccc1NC(=O)c1ccco1 | i
O=C(NCC1CCCO1)C(c1cccs1)N(Cc1cccs1)C(=O)Cn1nnc(-c2cccs2)n1 (centres undefined) | i
NC(=O)c1cc([N+](=O)[O-])c(Cl)cc1NCc1ccncc1 | i
Cc1cc(O)c(/C=N/Nc2ccccc2)c(=O)o1 | i
NC(=O)C[C@H](N)c1cn([C@@H](CC(N)=O)C(=O)N2CCNCC2)nn1 | i
C=CCNC(=O)CN(c1ccc(F)cc1)S(=O)(=O)c1ccc(OC)cc1 | i
CCSc1ccc2c(c1)N(CCCN1CCN(C)CC1)c1ccccc1S2 | i
O=c1c2ccccc2n(Cc2ccc(F)cc2)c(=O)n1C1CCCC1 | i
CC1CCCCN1Cc1nc2c(c(=O)n(C)c(=O)n2C)n1Cc1c(F)cccc1Cl (centres undefined) | i
COC(=O)[C@@]1(Cc2ccc(OC)cc2)[C@@H]2C(=CC(=O)[C@H]2CC(=O)C(=O)N(C)C)CN1C(=O)c1ccccc1 | i
COCCNC(=O)C1CCCN(c2nn3c(=O)cc(C)nc3s2)C1 (centres undefined) | i
COc1cccc(NC(=O)c2ccccc2)c1 | i
O=C(C1CCC1)N1CCC(c2nc3c(nnn3Cc3c(F)cccc3Cl)c(=O)[nH]2)CC1 | i
COC(=O)C1=CNC=C(C(=O)OC)C1c1ccccc1Cl | i
Nc1cccc2cnccc12 | i
Cn1c(=N)c(S(=O)(=O)c2ccccc2)cc2c(=O)n3ccccc3nc21 | i
COc1ccc(-n2nnnc2SCC(=O)NC(=O)Nc2ccc3c(c2)OCCO3)cc1 | i
O=C(CNC(=O)OCc1ccccc1)Oc1cc2oc(=O)cc(-c3ccccc3)c2cc1Cl | i
CCC(C(=O)O)N1C(=O)/C(=C/c2cccn2C)SC1=S (centres undefined) | i

Sorted by count of non-hydrogen atoms (descending): part of the list above.
Molecule | CHT block
COC(=O)[C@@]1(Cc2ccc(OC)cc2)[C@@H]2C(=CC(=O)[C@H]2CC(=O)C(=O)N(C)C)CN1C(=O)c1ccccc1 | i
O=C(NCC1CCCO1)C(c1cccs1)N(Cc1cccs1)C(=O)Cn1nnc(-c2cccs2)n1 (centres undefined) | i
O=C(CNC(=O)OCc1ccccc1)Oc1cc2oc(=O)cc(-c3ccccc3)c2cc1Cl | i
O=C(C1CCC1)N1CCC(c2nc3c(nnn3Cc3c(F)cccc3Cl)c(=O)[nH]2)CC1 | i
CC1CCCCN1Cc1nc2c(c(=O)n(C)c(=O)n2C)n1Cc1c(F)cccc1Cl (centres undefined) | i
CCSc1ccc2c(c1)N(CCCN1CCN(C)CC1)c1ccccc1S2 | i
Cn1c(=N)c(S(=O)(=O)c2ccccc2)cc2c(=O)n3ccccc3nc21 | i
O=c1c2ccccc2n(Cc2ccc(F)cc2)c(=O)n1C1CCCC1 | i
COCCNC(=O)C1CCCN(c2nn3c(=O)cc(C)nc3s2)C1 (centres undefined) | i
NC(=O)c1cc([N+](=O)[O-])c(Cl)cc1NCc1ccncc1 | i
CCC(C(=O)O)N1C(=O)/C(=C/c2cccn2C)SC1=S (centres undefined) | i
Cc1cc(O)c(/C=N/Nc2ccccc2)c(=O)o1 | i
COc1cccc(NC(=O)c2ccccc2)c1 | i
Nc1cccc2cnccc12 | i

Given with each value named: 2 of the compounds above.
CCC(C(=O)O)N1C(=O)/C(=C/c2cccn2C)SC1=S (centres undefined)
  CHT block: i

COc1ccc(-c2cc(C(=O)Nc3c(C)nn(Cc4ccccc4Cl)c3C)no2)cc1OC
  CHT block: i

(continued)
Molecule | CHT block
COc1ccc(NC(=O)CC(C)C)c(OC)c1 | i
Oc1ccc(Cl)cc1CNCc1ccc(F)c(F)c1 | i
COc1ccc(CC(NC(C)=O)C(=O)N2CCN(C(=O)Nc3ccc(Cl)cc3)CC2)cc1OC (centres undefined) | i
O=S1(=O)N=C(Nc2nc3c(s2)CCCC3)c2ccccc21 | i
COc1cc2c(cc1OC)C(C(=O)Nc1cccc(C)n1)C(c1cccnc1)N(C)C2=O (centres undefined) | i
C#CCOCCOCCOCCNc1nc(N2CCN(C(=O)CCCCCCCCCCNC(=O)Cn3cc(C[C@@H](C)O)nn3)CC2)nc(N2CCN(C(=O)CCCCCCCCCCNC(=O)[C@H](CCCN=C(N)N)n3cc(C[C@@H](C)CC)nn3)CC2)n1 | i
C[C@@H](C(=O)Nc1ccc2ccccc2c1)[C@H]1C[C@]1(C)[C@H](NC(=O)c1cccnc1)c1ccccc1 | i
COc1cc([C@@H]2CC=C(C(=O)O)[C@H](c3ccccc3F)N2S(=O)(=O)c2ccc(C)cc2)cc(OC)c1OC | i
COc1ccc(CNc2ccc3c(c2)nc(C)n3C)cc1 | i
C/C(=C\c1ccc(C(=O)O)cc1)c1ccc2c(c1)C(C)(C)CCC2(C)C | i
COc1cc(C2NC(=O)NC(O)(C(F)(F)F)C2C(=O)c2ccc(Cl)cc2)ccc1O (centres undefined) | i
